# TDP1 block – inhibitors of human tyrosyl-DNA phosphodiesterase TDP1; AID 485290; recombinant TDP1, AlphaScreen DNA substrate cleavage; Potency, µM (series often up to 130 µM), for the others: at the top dose activity change, negative = inhibition, hits mostly inhibitors; 350,000 compounds, 0.28% hits; note: nearly all actives have a fitted effect of over 40% in size
# Target sequence (Q9NUW8 whole entry, looked up): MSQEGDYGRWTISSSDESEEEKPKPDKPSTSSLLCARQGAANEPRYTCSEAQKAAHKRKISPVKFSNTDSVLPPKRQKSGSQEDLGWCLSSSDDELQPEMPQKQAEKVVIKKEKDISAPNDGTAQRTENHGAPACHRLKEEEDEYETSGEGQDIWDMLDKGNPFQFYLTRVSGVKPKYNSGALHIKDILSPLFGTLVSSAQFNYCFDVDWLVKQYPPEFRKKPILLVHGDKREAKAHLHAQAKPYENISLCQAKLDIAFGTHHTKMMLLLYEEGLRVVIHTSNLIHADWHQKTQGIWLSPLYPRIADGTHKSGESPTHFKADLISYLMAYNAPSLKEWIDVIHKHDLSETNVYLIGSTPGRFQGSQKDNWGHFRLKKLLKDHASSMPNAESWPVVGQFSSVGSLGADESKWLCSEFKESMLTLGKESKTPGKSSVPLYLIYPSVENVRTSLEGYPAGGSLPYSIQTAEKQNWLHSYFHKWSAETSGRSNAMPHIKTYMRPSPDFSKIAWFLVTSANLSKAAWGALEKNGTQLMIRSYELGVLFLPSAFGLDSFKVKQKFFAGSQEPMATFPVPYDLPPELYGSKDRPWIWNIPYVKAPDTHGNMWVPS
#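 Steps: enzyme plus compound, 15 min RT; add biotin/phosphotyrosine-FITC oligonucleotide (15 nM final), react 5 min; add donor/acceptor beads (10 ug/ml final), 10 min; read AlphaScreen. Tdp1 at 1 nM final.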
# DT40 TDP1 CPT – growth inhibition of DT40 Tdp1-/-;hTDP1 cells with camptothecin (screen for TDP1 inhibitors); chicken DT40 Tdp1-/-;hTDP1 cells + 20 nM CPT, ATP luminescence, 48 h; Potency, µM (series often up to 46.2 µM), inactives show at the top dose activity change, negative = growth inhibition, most hits filed as inhibitors; 420,000 compounds, 12% hits; note: nearly all actives have a fitted effect of over 55% in size
#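 Chicken DT40 Tdp1-/- cells complemented with human TDP1, 400 cells/well, exposed to compounds plus 20 nM camptothecin for at least 48 h at 37 C; viability read as ATP content by CellTiter-Glo luminescence.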
# TDP1 cell noCPT – qHTS for Inhibitors of human tyrosyl-DNA phosphodiesterase 1 (TDP1): qHTS in cells in absence of CPT | DT40 Tdp1-/- hTDP1 cells, no CPT, ATP luminescence, 48 h | AID 686978, 2013 | Potency, µM (titrated, usually from 46.2 µM), for the others: at the highest dose activity change, negative = growth inhibition, most hits filed as inhibitors | 420,000 compounds, 15% hits; note: nearly all actives have a fitted effect of over 55% in size
#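 A cellular qHTS used chicken DT40 cells lacking endogenous Tdp1 but carrying stably transfected human TDP1. Compounds were applied without camptothecin, and cell growth kinetics were judged by ATP-dependent luminescence after ≥48 hr.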
# The depositor's hits bear a star; ? = inconclusive; nt = not tested or not shown; & = joins results of further samples; [ ] = another dose, or the depositor's remark. Calls come from the whole dose curve; as a rule, active = well fitted curve in the direction sought with a large enough effect; inconclusive = small, poorly fitted or top-dose-only effect, or another doubt; inactive = no such curve, though single readings can be large; an effect the other way counts as inactive or inconclusive. % is set by controls: 0 for no effect and ±100 for the full control effect; potency is the fitted concentration of half-maximal effect. This is a subset, so the mix of outcomes need not match the whole.
# Start of the data: the first three compounds (preview)
SMILES,TDP1 block,DT40 TDP1 CPT,TDP1 cell noCPT
Nc1ncnc2c1ccn2[C@@H]1O[C@H](CO)[C@@H](O)[C@H]1O,3.6%,0.0206µM*,0.146µM*
CCn1cc(C=C2C(=O)N(C)C(=O)N(C)C2=O)c2ccccc21,nt,-9.5%,-2.6%
Cn1c(N)c(C(=O)COC(=O)Cc2ccccc2)c(=O)n(C)c1=O,2.5%,1.9%,0.4%

# All compounds of this part, repeating the preview:
SMILES,TDP1 block,DT40 TDP1 CPT,TDP1 cell noCPT
Nc1ncnc2c1ccn2[C@@H]1O[C@H](CO)[C@@H](O)[C@H]1O,3.6%,0.0206µM*,0.146µM*
CCn1cc(C=C2C(=O)N(C)C(=O)N(C)C2=O)c2ccccc21,nt,-9.5%,-2.6%
Cn1c(N)c(C(=O)COC(=O)Cc2ccccc2)c(=O)n(C)c1=O,2.5%,1.9%,0.4%
Clc1ccc2c(c1)CCc1cccnc1C2=C1CCNCC1,5.1%&9.8%&2.9%&7.0%,6.51µM*,7.31µM*
O=c1[nH]c(=O)n(Cc2ccc(F)cc2)c(O)c1C=NCCN1CCCCC1,0.0%,-13.9%,1.0%
CN1CCN(c2nc3ccccc3o2)CC1,3.1%,13.7%,-1.2%
NP(=O)(Nc1ccccc1)Nc1ccccc1,nt,1.6%,-7.4%
Cc1ccc(Cl)cc1N1CCN(C(=O)C2CCC(CNS(=O)(=O)c3cccs3)CC2)CC1 (configuration not stated),2.5%,20.6µM*,18.4µM*
COc1cc2c(c(OC)c1OC)-c1ccc(O)c(=O)cc1[C@@H](NC(C)=O)CC2,2.1%,5.17µM*,6.51µM*
O=S1(=O)OCCC(c2ccccc2)N1Cc1ccccc1 (configuration not stated),nt,?,-21.8%
Cc1cccc(N2C(=O)CC(=O)NC2=O)c1,-8.7%,4.7%,0.7%
O=c1c2ccccc2nc(Cc2cccc([N+](=O)[O-])c2)n1-c1ccc(O)cc1,4.1%,?,?
CCCN(CCC)C1CCc2ccc(O)cc2C1 (configuration not stated),6.3%[56.1 µM],3.9%&-1.1%,17.1%&1.5%
C=CCn1c(O)c(C(CC)=NCCC2=CCCCC2)c(=O)[nH]c1=O,4.8%,?,-29.9%
C[N+]1(C)C2CCC1CC(OC(=O)c1c[nH]c3ccccc13)C2 (configuration not stated),-7.4%[56.1 µM],1.6%,5.8%
CCOC(=O)c1cccc([P+](=O)O)c1,2.7%,-4.0%,3.7%
COc1ccc(-c2ccc3c(c2)CN(C(=O)NC2CCCCC2)Cc2cnnn2-3)cc1,nt,?,?
COc1ccc(NP2(=O)OCC(C)(N)CO2)cc1 (configuration not stated),nt,18.4%,-2.6%
O=C(C[N+]12CCC(CC1)C(OC(=O)c1ccccc1)C2)c1ccc([N+](=O)[O-])cc1 (configuration not stated),5.9%,?,?
Cc1cccc(NC2=NCCCS2)c1C,0.0%,-32.3%,-15.4%
CCN(CC)C(=O)c1ccc(NC(=O)c2sccc2-c2ccccc2)cc1,3.8%,?,?
CCc1ccc(/C=C(/C#N)C(N)=S)cc1,2.2%,-12.4%,4.0%
COc1ccc(-n2c(-c3ccccc3Br)nc3ccccc3c2=O)cc1,nt,?,20.6µM*
C/C=C1\CN2[C@H]3C[C@@]45c6ccccc6N(C)[C@H]4[C@@H]2CC1C3[C@H]5O (some centres not stated),nt,3.6%,-2.7%
CCc1ccc(N(CC)C(=O)CCn2cnc3onc(-c4ccc(F)cc4)c3c2=O)cc1,-2.1%,16.4µM*,13µM*

# Look-ups from the list.
# TDP1 block with O=c1[nH]c(=O)n(Cc2ccc(F)cc2)c(O)c1C=NCCN1CCCCC1 is entered as 0.0%
# TDP1 block with Cc1cccc(N2C(=O)CC(=O)NC2=O)c1 is entered as -8.7%
# DT40 TDP1 CPT with Nc1ncnc2c1ccn2[C@@H]1O[C@H](CO)[C@@H](O)[C@H]1O is entered as 0.0206µM*
# TDP1 block with Clc1ccc2c(c1)CCc1cccnc1C2=C1CCNCC1 is entered as 5.1%&9.8%&2.9%&7.0%
# TDP1 block with CN1CCN(c2nc3ccccc3o2)CC1 is entered as 3.1%
# TDP1 cell noCPT with CCc1ccc(/C=C(/C#N)C(N)=S)cc1 is entered as 4.0%
# TDP1 cell noCPT with C=CCn1c(O)c(C(CC)=NCCC2=CCCCC2)c(=O)[nH]c1=O is entered as -29.9%

# Following part
SMILES,TDP1 block,DT40 TDP1 CPT,TDP1 cell noCPT
COc1ccc(C2NCc3ccc4c(c3-n3cccc32)OCO4)cc1OC (configuration not stated),6.2%,?,?
CCOC(=O)[C@]12Cc3cc(Cl)ccc3[C@H]1N(Cc1ccccc1)C(=O)c1ccccc12,nt,10µM*,?
CN1CCN(c2ccc([N+](=O)[O-])c(NCc3ccco3)c2)CC1,3.4%,-1.6%,?
CN(C)C1=C(C#N)C(c2ccccc2)=NP(N(C)C)(N(C)C)=N1,-8.2%,-6.9%,-23.2%
C=CCn1c(O)c(C(C)=NCc2ccc3c(c2)OCO3)c(=O)[nH]c1=O,4.2%,?,?
CN1C(=O)C(=Cc2ccccc2OCc2ccccc2Cl)C(=O)N(C)C1=O,nt,?,?
CC(C)Oc1ccc(C(=O)Nc2ccc3c(c2)CCCN3C(=O)c2cccs2)cc1,1.2%,11.6µM*,6.51µM*
CC(C(=O)N1CCC2(CC1)OCCO2)C1Sc2ccccc2NC1=O (configuration not stated),2.9%,-14.7%,-0.1%
CC(Cc1ccccc1)NC(=O)Cc1ccc(N(C)C)cc1 (configuration not stated),2.7%,-6.8%,5.2%
CCCCC[C@@H](/C=C/C=C\CCCCCCCC(=O)O)OO,1.2%&-0.6%,6.8%[0.628 µM],2.4%[0.628 µM]
COC(=O)C1=C(c2ccc(OC)c(OC)c2)C[C@@H]2CC[C@H]1N2C(=O)NCc1cccc2ccccc12,-2.9%,?,?
O=[N+]([O-])/C=C/c1c(Cl)cccc1Cl,nt,0.461µM*,1.3µM*
Cc1ccc(NC(=O)c2cc(-c3ccccc3)n(CCCN3CCOCC3)c2C)cc1,10.3%,-19.9%,?
C=CCN1Cc2ccccc2-n2nncc2C1,nt,5.7%,3.6%
COC(=O)C(O)(c1ccc(N(C)C(=O)c2cccs2)cc1)C(F)(F)F (configuration not stated),2.8%,3.26µM*,?
CCc1cc(=O)oc2cc(C)cc(OCC(=O)N3CCC(C(=O)O)(c4ccccc4)CC3)c12,nt,-10.4%,-3.1%
O=C(c1cc(C(=O)NCc2ccc(Cl)cc2)c(=O)n(Cc2ccc(Cl)cc2)c1)c1cc(F)ccc1O,3.5%,?,?
CCOC(=O)c1ccc(N=Cc2c(O)n(-c3ccccc3F)c(=S)[nH]c2=O)cc1,1.1%,0.0%,-3.2%
CN(C)/C=C1/C(=O)NC(=O)N(CCNc2ncc(C(F)(F)F)cc2Cl)C1=O,3.1%,-5.7%,-23.9%
CCc1ccc(C2=NN(CCC(=O)N3CCC4(CC3)OCCO4)C(=O)CC2)cc1,2.6%,1.5%,-23.5%
CN1C(=O)c2ccccc2Sc2ccc(NC(=O)c3ccc(C(F)(F)F)cc3)cc21,-0.5%,4.61µM*,2.91µM*
CC[N+](C)(CC)CCCOC(=O)C(O)(c1ccccc1)C1CCCCC1 (configuration not stated),4.4%,1.4%,4.4%
CC1CCN(CC#CCOc2ccc(Cl)cc2)CC1,nt,-23.7%,-5.7%
COc1ccc(/C=C2/C(=O)N(c3ccccc3)N=C2C)cc1,nt,?,?
COC(=O)C1=C(c2ccc(F)cc2OCc2ccccc2)C[C@@H]2CC[C@H]1N2C(=O)NCc1ccccc1,-0.5%,?,?
# Going on with the list:
SMILES,TDP1 block,DT40 TDP1 CPT,TDP1 cell noCPT
CCOC(=O)c1ccc(NC(=O)c2sc3nc4c(cc3c2N)N2CCC4CC2)cc1,-1.9%,-25.3%,?
CC12C=CC(=O)C=C1CCC1C2C(O)CC2(C)C1CCC2(C)O (configuration not stated),nt,21.1%,12.5%
CC(=O)N1CN2CN(C(C)=O)CC(C(=O)c3ccccc3)(C2)C1,0.0%,-9.7%,-13.9%
Nc1ccc2c(c1)oc1ccccc12,2.1%,0.1%,-20.7%
COc1ccc(CCn2c(O)c(C=Nc3ccc(NC(C)=O)cc3)c(=O)[nH]c2=O)cc1OC,nt,?,-19.1%
COc1cc(C2SCC(=O)Nc3c2c(=O)[nH]n3C2CCCCCC2)cc(OC)c1OC (configuration not stated),4.0%,-0.7%,-5.9%
CCCCCCC(=O)c1c(O)n(-c2ccccc2OC)c(=O)[nH]c1=O,-2.7%,?,?
COC(=O)C1=C(c2cccc(OCc3ccccc3)c2)C[C@@H]2CC[C@H]1N2C(=O)NCCCOC(C)C,2.0%,20.6µM*,18.4µM*
O=C(Cn1c(=O)n(CC2CS2)c2ccccc21)N1CCCCC1 (configuration not stated),5.4%,?,?
CCOC(=O)[C@]12Cc3cc(Cl)ccc3[C@H]1N(C)C(=O)c1ccccc12,nt,?,?
CC(=O)O[C@@]12CO[C@@H]1C[C@H](OC1OCC(O)C(O)C1O)[C@@]1(C)C(=O)[C@H](O)C3=C(C)[C@@H](OC(=O)[C@H](O)[C@@H](NC(=O)c4ccccc4)c4ccccc4)C[C@@](O)([C@@H](OC(=O)c4ccccc4)C12)C3(C)C (some centres not stated),nt,1.16µM*,1.03µM*
Cc1ccc(C(C)C)c(OCCn2c(=O)oc3ccccc32)c1,-11.3%,29.1µM*,?
O=C1C2CCCN2C(c2cccnc2)N1c1ccc(Cl)c(Cl)c1 (configuration not stated),2.0%,-8.2%,-3.3%
Cc1ccc(-c2nc3ccc(Cl)cn3c2Nc2ccccc2C)s1,7.5%,20.6µM*,16.4µM*
COc1ccc(C2CN(C)CC2C(=O)c2ccc(F)cc2)cc1Cl (configuration not stated),-3.8%,-13.9%,20.6µM*
Oc1ccc2c3c1OC1c4oc5ccccc5c4C[C@@]4(O)[C@@H](C2)N(CC2CC2)CC[C@]314 (some centres not stated),2.6%,-25.3%,?
COC(=O)C1=C(c2cccc(Cl)c2)C[C@@H]2CC[C@H]1N2C(=O)NCC1CC1,-0.5%,16.4µM*,?
CCOC(=O)[C@]12Cc3cc(OC)c(OC)cc3[C@H]1N(Cc1ccccc1)C(=O)c1ccccc12,nt,?,14.1µM*
CC1(C)CN=C(Nc2nc3ccccc3s2)S1,8.7%,-4.6%,?
CC1OC(C)OC(C)O1 (configuration not stated),3.1%,14.9%&5.6%,-23.7%&-3.7%
COC(=O)C1=Nc2ccccc2/C1=C\c1c(O)n(C)c(=O)n(C)c1=O,4.2%,8.0%,-15.4%
O=C1CN=C(c2ccccc2)c2ccccc2N1,nt,-2.7%,16.9%
O=c1[nH]c(=O)n(Cc2ccco2)c(O)c1C=NC1CC1,2.0%,-5.7%,-5.5%
CNC(=O)Oc1ccc(N(C)C)cc1C(C)C,1.4%,-1.5%,-12.0%
CCNc1nc(NC(C)(C)C)nc(SC)n1,nt,?,-13.4%

# A run of entries of the results above:
SMILES,TDP1 block,DT40 TDP1 CPT,TDP1 cell noCPT
CCOC(=O)c1ccc(NC(=O)c2sc3nc4c(cc3c2N)N2CCC4CC2)cc1,-1.9%,-25.3%,?
CC12C=CC(=O)C=C1CCC1C2C(O)CC2(C)C1CCC2(C)O (configuration not stated),nt,21.1%,12.5%

# Next section
SMILES,TDP1 block,DT40 TDP1 CPT,TDP1 cell noCPT
O=[N+]([O-])c1ccc(N2CCNCC2)c(Cl)c1,0.0%,-28.0%,?
COc1ccc(CNCCc2ccc(Cl)cc2)c(OC)c1OC,nt,16.4µM*,9.2µM*
c1cc(CN2CCCC3(CCNCC3)C2)ccn1,nt,?,?
Oc1ccc2c3c1O[C@H]1[C@@H](O)C=C[C@H]4[C@H](C2)NCC[C@@]341,nt,5.2%,13.9%
COCCCn1c(N)c(C(=O)NCc2ccco2)c2nc3ccccc3nc21,nt,?,?
CCCC/C(=N/O)c1c(C)[nH]c2ccccc12,2.4%,-11.5%,0.8%
O=P(Oc1ccccc1)(Oc1ccccc1)N1CCOCC1,nt,5.0%,-27.7%
Brc1ccc2c(c1)CN(CC1CCCCC1)Cc1cnnn1-2,nt,?,?
CC(C)N1CCN(Cc2cccc([N+](=O)[O-])c2)CC1,nt,22.0%,-10.0%
CC(=O)Nc1nc(CCl)cs1,11.6%,?,-26.2%
COc1cc(C=C2C(=O)NC(=O)NC2=O)ccc1O,1.3%,-1.0%,3.8%
CCC(C)N1C(=O)/C(=C\c2cnc(N(C)C)nc2)C(=O)NC1=S (configuration not stated),0.0%,?,?
COc1cccc(-n2c(=S)[nH]c3ccccc3c2=O)c1,-2.5%,-0.6%,?
COc1ccc(-n2nnnc2C(CCc2ccccc2)N2CCC(n3c(=O)[nH]c4ccccc43)CC2)cc1 (configuration not stated),nt,?,23.1µM*
CC(=O)OC1N=C(c2ccccc2)c2cc(C)ccc2NC1=O (configuration not stated),2.8%,-8.9%,?
Cn1c(=O)oc2cc(S(=O)(=O)N3CCc4ccccc43)ccc21,nt,?,-5.1%

# Screening data from PubChem.
